Assay outcomes from PubChem BioAssay.
TbREL1 inh – TbREL1 inhibition, primary screen; P86926; TbREL1 RNA ligation, FRET fluorescence; inhibition, % at 9.66 µM; 89,000 tested, 0.49% active;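 active = inhibition above the mean inhibition across all screened compounds plus 3 SD, cut at about 11% in these data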;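 also: 0% = plate median of test wells and 100% = NSC42067 control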
Target sequence (P86926 whole entry, looked up): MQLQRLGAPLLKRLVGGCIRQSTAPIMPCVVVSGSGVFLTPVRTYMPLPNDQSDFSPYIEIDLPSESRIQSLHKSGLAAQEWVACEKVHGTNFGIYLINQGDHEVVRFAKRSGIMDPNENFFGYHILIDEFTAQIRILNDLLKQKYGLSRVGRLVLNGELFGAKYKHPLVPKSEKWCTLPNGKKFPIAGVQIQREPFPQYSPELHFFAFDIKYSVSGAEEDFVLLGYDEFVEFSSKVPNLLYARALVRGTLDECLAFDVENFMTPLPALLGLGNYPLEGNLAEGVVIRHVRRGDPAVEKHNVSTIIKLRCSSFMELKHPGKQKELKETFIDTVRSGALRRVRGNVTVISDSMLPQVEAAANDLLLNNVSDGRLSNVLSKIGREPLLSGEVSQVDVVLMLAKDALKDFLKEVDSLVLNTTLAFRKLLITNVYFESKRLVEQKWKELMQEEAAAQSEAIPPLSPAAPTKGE
* hit, by the source's call. A portion of the library; the hit share may differ from the screen's.

smiles	TbREL1 inh
CCC(C)(C(=O)NC1CCCC1)N(C(=O)c1cnccn1)c1ccccc1 (stereo not drawn)	-1.1
CCC(CO)Oc1cc(NCc2ccccc2F)c2ncn(C(C)C)c2c1 (stereo not drawn)	-4.9
CC(C)C(=O)c1cn(CC(=O)NCc2ccc3c(c2)OCO3)c2ccccc12	-1.4
N#C/C(=C(/O)CSc1ccccn1)c1nc2ccccc2s1	2.7
COc1cc(C)ccc1OCCCOc1ccccc1Cl	6.2
CCCCN1C2=NC(c3ccccc3)CN2c2ccccc21 (stereo not drawn)	4.0
COC(=O)c1ccc(Cn2cnc3ccccc3c2=O)cc1	1.1
Cc1cccc(NC(=O)/C=C/c2cccs2)n1	1.8
NC(N)=N/N=C/c1ccc(OCc2ccccc2)c(OCc2ccccc2)c1	11.7*
COc1ccc(C(=O)NNc2ccccc2)cc1	4.1
Cc1ccccc1NC(=O)COC(=O)c1n[nH]c(=O)c2ccccc12	-2.0
CC(C)Cn1c(-c2ccncc2)n[nH]c1=S	-0.3
CCCn1c(N)c(Sc2ccc(C)cc2)c(=O)n(CCC)c1=O	-2.8
Cc1ccc(C)c(NC(=S)/C(=C(\[O-])c2ccc(Cl)s2)[n+]2ccccc2)c1	1.6
Cc1nc(-n2cc(F)c(=O)[nH]c2=O)c2nc(C)oc2n1	0.7
Cc1sc2ncn(CC(=O)NCC3COc4ccccc4O3)c(=O)c2c1S(=O)(=O)N1CCCCC1 (stereo not drawn)	-7.1
COc1ccc(CCNC(=O)C2CCN(S(=O)(=O)N3CC(C)CC(C)C3)CC2)cc1OC (stereo not drawn)	-1.1
O=C(Nc1ccc2c(c1)OCCO2)C(c1ccccc1)n1c(=O)c(-c2ccco2)nc2ccccc21 (stereo not drawn)	-1.9
COC(=O)c1ccc(NC(=O)COc2ccc(C3C(C#N)=C(N)Oc4c3ccc3ccccc43)cc2OC)cc1 (stereo not drawn)	-4.9
O=[N+]([O-])c1ccc(Cn2cc(-c3cccc(C(F)(F)F)c3)nn2)cc1	0.2
Cc1ccc(CNc2ncc(-c3ccc4c(c3)OCO4)n2C)cc1	1.8
CN1c2ccccc2C(O)=C(C(=S)Nc2ccc(Cl)cc2)S1(=O)=O	0.2
COc1ccc(C)cc1N(CC(=O)N1CCCC1)S(=O)(=O)c1ccccc1	-1.6
CCC(C)(C(=O)NC1CCCCC1)N(Cc1ccco1)C(=O)c1cnccn1 (stereo not drawn)	0.5
COCCNc1nc(-c2ccccc2)nc2c1oc1ccccc12	3.4

(listing goes on)
smiles	TbREL1 inh
CC(C)CNc1oc(-c2ccco2)nc1C#N	-2.6
COc1cccc(NC(=O)c2nnn(Cc3ccc(Br)cc3F)c2N)c1	-0.8
CCCCNC(=O)CSc1nc2cc3c(cc2c(=O)n1CCCN(CC)CC)OCO3	-1.1
Cc1ccccc1OCC(=O)NNC(=O)Cc1ccc(S(=O)(=O)N2CCOCC2)s1	1.7
CC1O[C@@H](O[C@H](C)CC[C@@H](C)O[C@H]2OC(C)[C@@H](O)C[C@H]2O)C(O)C[C@H]1O (stereo partly drawn)	-0.5
CCCC1S/C(=N/N=C/c2ccco2)NC1=O (stereo not drawn)	1.9
COc1ccc(C=NNC(=O)c2cc(-c3ccc(C)c(C)c3)n[nH]2)cc1OCc1ccccc1	3.4
O=C(CCn1cccc1)Nc1ccc(OC(F)(F)F)cc1	1.4
O=C(O)Cc1sc(Nc2ccccc2)nc1-c1cccs1	-1.8
CCN1CN(Cc2ccco2)CNC1=S	-3.7
NNC(=O)CNC(=O)C12CC3CC(CC(C3)C1)C2	0.7
O=C(O)CCCN1C(=O)/C(=C\c2ccccc2OCc2ccccc2)SC1=S	1.0
Clc1nc2c(ccc3ccccc32)[nH]1	-1.5
CN(C)/C=C/C(=O)c1cnc(-c2ccc(Cl)cc2)s1	-0.1
COc1c(O)cc2oc(-c3ccc(O)c(O)c3)cc(=O)c2c1O	29.5*
CC(=O)OC12CCCN(C1)/C(=C/c1cccc(Cl)c1)C2 (stereo not drawn)	4.9
CCOC(=O)Cn1cc(C#N)c2ccccc21	0.3
O=C(CCC1CCCC1)NCCCNC(=O)CCC1CCCC1	-0.9
CCOC(=O)C1=C(C)N(CCCC(=O)O)C(=O)NC1c1ccccc1OS(=O)(=O)c1ccc([N+](=O)[O-])cc1 (stereo not drawn)	-2.2
Cc1ccc(C)c(S(=O)(=O)N2CCN(C(=O)C3CCN(c4ncnc5sc(C)c(C)c45)CC3)CC2)c1	4.6
CCCN1CCC(=O)N([C@H](CSc2ccc(C)cc2)c2ccccc2)CC1	4.3
CN(C)CCCN(C(=O)c1ccc(S(=O)(=O)N2CCc3ccccc3C2)cc1)c1nc2c(F)cccc2s1	6.8
Cc1ccc(NC(=O)C(C)OC(=O)Cn2[nH]c(=O)c3ccccc3c2=O)cc1 (stereo not drawn)	-1.4
O=C(Nc1ccc2nc([C@H]3C[C@H](O)[C@@H](CO)O3)[nH]c2c1)NC(c1ccccc1)c1ccccc1	-4.9
Cc1nn(-c2ccccc2)c(NC(=O)c2ccccc2)c1Br	4.7

5 compounds picked at random from the list so far, as already listed:
smiles	TbREL1 inh
COc1ccc(C=NNC(=O)c2cc(-c3ccc(C)c(C)c3)n[nH]2)cc1OCc1ccccc1	3.4
Cc1ccc(C)c(S(=O)(=O)N2CCN(C(=O)C3CCN(c4ncnc5sc(C)c(C)c45)CC3)CC2)c1	4.6
Cc1nn(-c2ccccc2)c(NC(=O)c2ccccc2)c1Br	4.7
Clc1nc2c(ccc3ccccc32)[nH]1	-1.5
CC1O[C@@H](O[C@H](C)CC[C@@H](C)O[C@H]2OC(C)[C@@H](O)C[C@H]2O)C(O)C[C@H]1O (stereo partly drawn)	-0.5

(further entries)
| smiles | TbREL1 inh |
| --- | --- |
| COc1cc(OC)c2c(c1)C(=O)OC2OC (stereo not drawn) | 2.2 |
| COC(=O)NCC1(C)CC(NC(=O)OC)CC(C)(C)C1 (stereo not drawn) | 0.9 |
| C=CCOc1c(Br)cc(C2NC(=O)NC(C)=C2C(C)=O)cc1OCC (stereo not drawn) | -2.7 |
| CCO[C@@H]1OC(C(=O)NCc2nc3ccccc3[nH]2)=C[C@H](C2CC2)[C@H]1CCCO | -3.0 |
| CC1CCCN(C(=O)/C(=C/c2ccco2)NC(=O)c2ccccc2)C1 (stereo not drawn) | -0.1 |
| Cc1ccccc1N1C(=O)[C@@H]2Cc3ccccc3CN2C1=O | 1.2 |
| CCN1C[C@@H]2[C@@H]3C(=O)N(Cc4ccccc4)C(=O)[C@@H]3[C@](C)(C1=O)N2C(=O)c1ccc(Cl)c(Cl)c1 | -0.7 |
| Cc1cccc2nc(CSc3nc4ccc([N+](=O)[O-])cc4[nH]3)cn12 | -1.0 |
| COc1ccc(/C=C(/NC(=O)c2ccc(C)cc2)C(=O)NCC2CCCO2)cc1 (stereo not drawn) | 0.0 |
| CN(CC(=O)Nc1nc2ccccc2s1)S(=O)(=O)c1ccc(Cl)cc1 | -0.8 |
| CC(OC(=O)CCc1nc2ccccc2c(=O)[nH]1)C(=O)Nc1ncc(Cl)cc1Cl (stereo not drawn) | 2.1 |
| COc1ccc(C(CNc2ncnc3sccc23)N(C)C)cc1OC (stereo not drawn) | -1.5 |

(more compounds)
| smiles | TbREL1 inh |
| --- | --- |
| O=C(/C=C/[C@H]1O[C@@H](n2cnc3c(NC(=O)c4ccccc4)ncnc32)[C@H](O)[C@@H]1O)NCc1ccccc1 | 2.4 |
| Cc1cccc2nc(CNC(=O)C3CCC(=O)N(Cc4ccccc4F)C3)cn12 (stereo not drawn) | 2.7 |
| Cc1cccc(C2=NN(c3ccc(Br)cc3)[C@@H](C(=O)N3CCOC3=O)[C@@H]2C)c1 | 2.9 |
| CCOc1ccc(C(CC(=O)O)NC(=O)C(Sc2ccccc2)c2ccccc2)cc1 (stereo not drawn) | 0.3 |
| CC(=O)c1cccc(NC(=O)c2cnn3c(C)cc(C)nc23)c1 | 1.8 |
| CN1CCN(CC(=O)Nc2nnc(-c3cccs3)s2)CC1 | 0.2 |
| Cc1ccccc1-c1nc(CS(=O)CC(=O)NCc2ccccn2)c(C)o1 (stereo not drawn) | 1.5 |
| COc1cc(OC)c(OC)cc1CNC(=O)CCN1C(=O)c2cccc([N+](=O)[O-])c2C1=O | 0.1 |
| C#CCN1C(=O)C(O)(CC(=O)/C=C/C=C/c2ccccc2)c2ccccc21 (stereo not drawn) | -0.1 |
| O=C(Nc1ccccc1F)c1ccccc1-c1ccc(C(F)(F)F)cc1 | 0.8 |
| COc1cccc(NC(C(=O)Nc2cccc(C(C)=O)c2)c2ccccc2)c1 (stereo not drawn) | -1.8 |
| O=C(O)CCN1C(=O)/C(=C\c2cccc(OCc3ccccc3)c2)SC1=S | 2.3 |

Shown as a hit in TbREL1 inh (from the list above):
| smiles | TbREL1 inh |
| --- | --- |
| NC(N)=N/N=C/c1ccc(OCc2ccccc2)c(OCc2ccccc2)c1 | 11.7* |
| COc1c(O)cc2oc(-c3ccc(O)c(O)c3)cc(=O)c2c1O | 29.5* |

Further structures:
| smiles | TbREL1 inh |
| --- | --- |
| N/C(=N\OC(=O)c1ccc(F)cc1)c1ccccc1 | -0.7 |
| C/C(=N/OC(=O)c1ccccc1)c1oc(C)nc1C | -0.6 |
| COc1ccc(NC(=S)NCC(c2ccco2)N2CCCC2)cc1 (stereo not drawn) | 0.1 |
| Cc1nc2cc(C(F)(F)F)ccc2n1CCNc1nc(-c2ccc([N+](=O)[O-])c(Cl)c2)cs1 | 0.0 |
| Nc1ccn([C@@H]2O[C@H](C(=O)N3CCN(C(=O)C(F)(F)F)CC3)[C@@H](O)[C@H]2O)c(=O)n1 | 2.0 |
| CC(=O)C1=C(C)N(Cc2ccc(Cl)cc2)C(=S)NC1c1ccc(F)cc1 (stereo not drawn) | -6.9 |
| O=C(CO/N=C1\CCCc2nonc21)Nc1ccccc1Cl | -1.9 |
| O=C(CN1C(=O)C2CC=CCC2C1=O)Nc1nc2ccccc2[nH]1 (stereo not drawn) | -0.6 |
| Clc1ccc(C2=Nn3c(nnc3-c3cccnc3)SC2)s1 | -1.0 |
| Cc1nc(SCC(=O)Nc2ccnc3ccccc23)n[nH]1 | 1.9 |
| Cc1ccccc1OCc1nnc(SCC(=O)Nc2ccc3c(c2)OCO3)n1C | 1.6 |
| COc1ccc(N2C(=O)CC(N3CCC(O)(c4ccc(Br)cc4)CC3)C2=O)cc1 (stereo not drawn) | -5.3 |

(listing goes on)
| smiles | TbREL1 inh |
| --- | --- |
| COc1cc(C2N(c3cc(C)on3)C(=O)C3CCCN32)cc(OC)c1OC (stereo not drawn) | 6.2 |
| CCCn1cc(CN2CCC(n3nccc3NC(=O)c3ccc4c(c3)OCO4)CC2)c(C)n1 | 1.9 |
| Cc1c(C)c(C)c(S(=O)(=O)N2CCC3(CC2)OCCO3)c(C)c1C | 0.1 |
| CC(C)n1nnc2c(=O)oc3ccccc3c21 | 1.5 |
| CCOC(=O)c1sc(NC(=O)c2cc(-c3ccc(C)cc3)nc3ccccc23)c(C#N)c1C | 8.1 |
| Cc1nn(-c2ccccc2)c(N2CCCC2)c1C=O | 4.5 |
| COc1ccccc1CNC(=O)N1CCN(Cc2nc3ccccc3c(=O)[nH]2)CC1 | 0.3 |
| COCC(=O)N(C)C[C@@H]1Oc2cc(-c3ccc(F)cc3)ccc2S(=O)(=O)N([C@H](C)CO)C[C@H]1C | 2.9 |
| CCOc1ccc(C(=O)C(CN2CCOCC2)c2ccccc2)cc1 (stereo not drawn) | -1.2 |
| COc1ccc2nc(/N=C\N(C)C)sc2c1 | 4.7 |
| CN(C)S(=O)(=O)c1ccc(C(=O)Nc2cc3c(cc2C(=O)O)OCCCO3)cc1 | 2.8 |
| COC(=O)C(C(=O)OC)C(C[N+](=O)[O-])c1ccc(OC)cc1 (stereo not drawn) | 0.8 |

The last 2 entries of the part before lead into the next.
| smiles | TbREL1 inh |
| --- | --- |
| CN(C)S(=O)(=O)c1ccc(C(=O)Nc2cc3c(cc2C(=O)O)OCCCO3)cc1 | 2.8 |
| COC(=O)C(C(=O)OC)C(C[N+](=O)[O-])c1ccc(OC)cc1 (stereo not drawn) | 0.8 |
| CN(C)/C=C/C=C1C(=O)CCCC1=O | 2.1 |
| COc1cc(OC)cc(C2=Cc3ccccc3C(CC(C)=O)N2c2ccc(C#CC3(O)CCCCC3)cc2)c1 (stereo not drawn) | -2.9 |
| O=C(CSc1nncn1-c1cccnc1)Nc1cccc([N+](=O)[O-])c1 | 0.5 |
| CCC(CO)Oc1cc(NC(=O)c2cccc(Cl)c2)c2ncn(C(C)C)c2c1 (stereo not drawn) | 3.0 |
| CCN(CC)CCNC(=O)c1ccc(NC(=O)c2c(C)nn(-c3ccc(F)cc3)c2Cl)cc1 | -0.6 |
| CC(=O)N1CCCc2cc(S(=O)(=O)N(C)CCC#N)ccc21 | -0.6 |
| COC(=O)/C(=C/c1c[nH]c2ccccc12)[N+](=O)[O-] | 3.9 |
| Cc1ccc(C)c(C(=O)CCC(=O)Nc2ccc(N3CCN(C)CC3)cc2C)c1 | -3.5 |
| NC(=O)CSc1c[nH]c2ccccc12 | 2.9 |
| CCOC(=O)c1csc(NC(=O)C2CCCN(S(=O)(=O)c3ccccc3)C2)n1 (stereo not drawn) | -0.5 |
| CC(C)Oc1ccc(S(=O)(=O)N2CCCCC2)cc1NC(=O)C1CSC2(C)CCC(=O)N12 (stereo not drawn) | 6.6 |
| O=C(Oc1cccc(-n2cnnn2)c1)c1sc2ccccc2c1Cl | 2.1 |

Following part:
| smiles | TbREL1 inh |
| --- | --- |
| COc1ccc(C(=O)CNc2ccc(C)cc2C)cc1 | 0.8 |
| O=C(NC1CCCC1)C(c1ccncc1)N(CC1CCCO1)C(=O)Cn1nnc(-c2cccs2)n1 (stereo not drawn) | -0.3 |
| O=C(Nc1cccnc1)c1ccc(COc2ccccc2Cl)o1 | 5.5 |
| CCC(C)[C@H](NC(=O)N1CCC(C)CC1)C(=O)O (stereo partly drawn) | 1.3 |
| CCC(=O)Nc1cc(C)c(NC(=O)C23CC4CC(CC(C4)C2)C3)cn1 | -3.1 |
| CC(=O)c1ccc(NC(=O)CSc2nnc(-c3ccco3)o2)cc1 | -0.5 |
| O=C(NC1CCN(c2ncccn2)CC1)c1cccc(F)c1 | 0.3 |
| O=C1c2cccc(-c3ccc(C(F)(F)F)cc3)c2C2CC=CCN12 (stereo not drawn) | -0.1 |
| Cn1ccnc1SCc1ccc(Cl)cc1Cl | -4.0 |
